mHTT CaM bind: inhibitors of human mutant huntingtin-calmodulin interaction | P42858 | AlphaScreen His-mHTT/GST-CaM binding, luminescence | inhibition, % at 15 µM | 3.6% of 190,000 active;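 note: 0% = both proteins with DMSO and 100% = one protein alone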
Pf apPOL inh: Pf-apPOL DNA polymerase inhibition; Recombinant Pf-apPOL, molecular beacon fluorescence, 1.5 h; inhibition, % at 10 µM; 0.25% of 210,000 active; AID 1794808
* marks the source's active call; other numbers are inactive results; nt = no result given; & = joins results of further samples. Cut-off read from the data, not from the text of the source: active = inhibition above about 50%; inactive = the rest. These rows are one share of the data (hit frequency here may not be typical).

no.	Molecule	mHTT CaM bind	Pf apPOL inh
1	C=C(C)CN(CC)C(=O)C1CCN(Cc2cc(OC)c(OC)c(OC)c2)CC1	-3	-7
2	Cc1cccc(CNC(=O)C2CCN(c3ccc(Cl)cc3)C2=O)c1 (configuration not stated)	3	-2
3	Cc1nnc(-c2cccn2CC(=O)Nc2ccc(Cl)cc2C)o1	0	-3
4	Cc1cccc(NC(=O)CN(C)S(=O)(=O)c2ccc(Br)s2)c1C	0	-1
5	CC1C(=O)N(c2ccccc2Cl)CCN1C(=O)C1CC1 (configuration not stated)	-7	-4
6	Cc1c(C(=O)Nc2ccccc2Br)oc2ccccc12	-5	-7
7	O=S1(=O)CC2c3ccccc3CCN2CN1Cc1ccc(F)cc1 (configuration not stated)	-8	-1
8	Cn1c2c(ccc1=O)C(O)CC(C)(C)C2 (configuration not stated)	-1	-2
9	O=C(c1ccc(Cl)cc1[N+](=O)[O-])N1CCN(c2ccccc2)CC1	4	-8
10	Cc1[nH]c(=O)[nH]c(=O)c1S(=O)(=O)N1CCCC(C(=O)NCc2ccc(F)cc2)C1 (configuration not stated)	-1	1
11	COc1ccc(-c2csc(Nc3ccccn3)n2)cc1OC	50	-5
12	CCC(C(=O)N1CCc2nc(-c3ccc(OC)cc3)ncc2C1)c1ccccc1 (configuration not stated)	-2	-1
13	Cn1cc(C(=O)O)c(C(F)(F)F)n1	nt	-8
14	CC(=O)c1c(-c2ccccc2)c2cc(Cl)ccc2[nH]c1=O	32	-4&-2
15	CCc1cccc(NC(=O)N2CCc3cn(C)c4cccc(c34)C2)c1	1	-2
16	CCN1C=C(C(=O)OCc2ccc(C)cc2)C(C)=NS1(=O)=O	-31	-2
17	Cc1nc(C)c2c(n1)N(CC1CCCO1)C(=O)CC2 (configuration not stated)	-2	2
18	CCN(CC)S(=O)(=O)c1ccc(OC)c(NC(=O)Cc2ccc(Cl)cc2)c1	-6	-3
19	Cc1nc2cc(N3CC(C(=O)Nc4ccccc4)CC3=O)ccc2o1 (configuration not stated)	9	-1
20	COc1ccccc1CNC(=O)C(c1ccccc1)n1cccc1 (configuration not stated)	15	11
21	NC(=O)c1cccnc1Oc1ccc(Cl)cc1	nt	-17
22	CCNC(=O)N1CCC(c2nc(C)ccc2C(=O)NCC(C)C)CC1	3	-2
23	Fc1cccc(-c2nc(-c3ccc(-n4cccn4)nc3)no2)c1	-8	5
24	CCc1ccc(NC(=O)N2CCC3(CC2)NC(=O)c2ccc(Cl)cc2N3CC)cc1	7	-3
25	COc1ccc(C(C)=O)cc1CSC1=NCN(C)CN1	nt	-3
26	COc1ccc(NC(=O)C2C(C=C(Cl)Cl)C2(C)C)cc1 (configuration not stated)	-36&-14	-6&0
27	CC(C)c1ccc(/C=C2\N=C(c3ccc4c(c3)OCO4)OC2=O)cc1	0	-9
28	C=CC(C)(C)OCC(O)Cn1cnc2ccccc21 (configuration not stated)	0	-6
29	Cc1ccc(NC(=O)c2c(O)c3cccc4c3n(c2=O)CC4)c(C)c1	3	-3
30	Cc1ccc(C(=O)N2CCCC(COc3cccc(C(=O)N4CCCC4)c3)C2)c(C)c1 (configuration not stated)	-9	-4
31	COc1cc(C=O)cc(I)c1OC(C)C	-5	-8
32	COc1cc(CC(=O)N2CCC(c3noc(-c4ccccc4C)n3)CC2)cc(OC)c1	15	1
33	COc1ccc(CNC(=O)C2CCN(c3nccn4nc(-c5ccccc5)cc34)CC2)cc1	31	4
34	CCOc1ccc(CCNC(=O)c2coc(=O)c3ccccc23)cc1OCC	0	-4
35	CCCc1cc(C2CCCN2C(=O)NC2(CC(=O)OCC)CCCCC2)no1 (configuration not stated)	6	6
36	CC(C)c1cc(C(=O)N2CCCC2c2ccccc2F)no1 (configuration not stated)	-8	-2
37	Cn1ncc2c1ncn1c(-c3ccccc3)nnc21	0	-4
38	CCN(CC)Cc1c(C)c(C)c(C)c(C)c1C	nt	4&-7
39	COc1cc(C2NC(=O)CCC2[N+](=O)[O-])cc(OC)c1OC (configuration not stated)	2	10
40	COc1ccc(Cl)cc1NC(=O)CC1CCCCN1S(=O)(=O)c1ccc(F)cc1 (configuration not stated)	25	-4

Individual results from above.
no. 15 | mHTT CaM bind: 1
no. 36 | mHTT CaM bind: -8
no. 8 | Pf apPOL inh: -2

More records:
no.	Molecule	mHTT CaM bind	Pf apPOL inh
41	CC(=O)Nc1ccc(S(=O)(=O)N2CCN(C)CC2)cc1	-8	-4
42	O=S(=O)(c1ccc2oc(-c3cccnc3)nc2c1)c1ccc2oc(-c3cccnc3)nc2c1	4	-8
43	N#CC1=C(N)SC(N)=C(C#N)C1c1ccccc1Cl	2	-3
44	COc1ccc(-c2nc3n(n2)C(=O)CC(c2cccs2)S3)cc1 (configuration not stated)	6	5
45	N#Cc1c(-c2ccccc2)cc(-c2cccs2)nc1SCC(=O)O	9	0
46	N=c1n(CC(=O)c2cccs2)c2ccccc2n1Cc1ccccc1	-4	5
47	O=C(COc1ccccc1)Nc1nc(-c2ccc(S(=O)(=O)N3CCOCC3)cc2)cs1	7	-5
48	Cc1ccc(NC(=O)c2noc3c2CC(C)CC3)cc1C (configuration not stated)	-1	-2
49	c1ccc(Oc2ccc(-n3cnnn3)cc2)cc1	-7	-3
50	O=C1CN(C(=O)C2CCN(S(=O)(=O)c3cccs3)CC2)c2ccccc2N1	0	-2
51	O=C(O)c1ccc(CSC2CCCCC2)cc1	3	-12
52	COCCCNc1nc2c(c(=O)n(C)c(=O)n2C)n1Cc1c(Cl)cccc1Cl	3	1
53	O=S1(=O)N=C(N2CCCC2)c2ccccc21	1	-3
54	COc1ccc(CCNC(=O)CCS(=O)(=O)c2ccc(Br)cc2)cc1OC	4	2
55	CCc1noc(-c2cccnc2N2CCCN(Cc3ccc(C)cc3)CC2)n1	-16	0
56	O=C1CSC2(CCCCC2)N1c1ccc(Br)cc1	-3	4
57	O=C(NC1CCCC1)C1CCCN(c2nnc3c(Cl)cccn23)C1 (configuration not stated)	8	2
58	Cc1ccc([N+](=O)[O-])cc1S(=O)(=O)Nc1ccc(Br)cc1	15	-7
59	CCc1nc(C2CCN(C(=O)c3cccn3C)CC2)n[nH]1	1	18
60	CN1C(=O)C(C)(C(=O)Nc2ccccc2Cl)Oc2cccnc21 (configuration not stated)	-8	-4
61	O=C(c1ccc(Cl)cc1)N1CCC(n2c(-c3ccoc3)nc3cccnc32)C1 (configuration not stated)	16	2
62	O=C1CSC(c2ccc(Cl)cc2)N1c1c(F)cccc1F (configuration not stated)	-13	-2
63	O=C(c1n[nH]c2ccccc12)N1CCc2nc3cc(-c4ccccc4Cl)[nH]n3c(=O)c2C1	89*	21
64	Cc1ccc2oc(-c3cccc(NC(=O)c4ccccc4I)c3)nc2c1	-8	-11
65	CC(C)(C)NS(=O)(=O)c1ccc(NC(=O)c2ccccc2[N+](=O)[O-])cc1	-4	5
66	CC1CCCCC1NC(=O)c1cc2c(ccc3ccccc32)oc1=O (configuration not stated)	-20	-3
67	Cn1cc(C2=C(c3ccc(Cl)cc3Cl)C(=O)NC2=O)c2ccccc21	nt	-31
68	Cc1c(C(=O)Nc2ccccc2F)sc2nc(-c3ccccc3)cn12	-4	-2
69	Clc1cccc(CN2CCc3nc(Nc4ccc5c(c4)OCCO5)ncc3C2)c1	32	2
70	O=C(NCC1CCN(c2cc(-c3cccnc3)[nH]n2)CC1)c1ccc2c(c1)OCO2	11	1
71	Cc1ccc(NC(=O)c2ccc(OC3CSC3)cc2)cc1	5	2
72	O=C1CSC(c2ccco2)N1Cc1ccccc1 (configuration not stated)	-2	-1
73	COCCCNC(=O)C1CCCN(c2ncc(-c3ccc(C)cc3)cn2)C1 (configuration not stated)	-6	-2
74	N#Cc1ccccc1NC(=O)c1ccc([N+](=O)[O-])cc1	4	3
75	Cc1ccc(CNC(=O)c2ccccc2C)cc1	-8	4
76	CC1(C)C=C(c2ccc(C3=CC(C)(C)NC(C)(C)C3)s2)CC(C)(C)N1	2	nt
77	CCc1cccc(NC(=O)N2CCC(c3nc4cccnc4n3C)C2)c1 (configuration not stated)	1	0
78	COc1ccc(NS(=O)(=O)c2cccc(N)c2)cc1	7	-4
79	COc1ccc(C2CC(=O)Oc3cc(C)cc(C)c32)cc1 (configuration not stated)	-37	-1
80	CCC(=O)Nc1c(-c2ccc(Cl)cc2)nc2cc(C)ccn12	18	0

Next part; the last 5 above are carried over.
no.	Molecule	mHTT CaM bind	Pf apPOL inh
76	CC1(C)C=C(c2ccc(C3=CC(C)(C)NC(C)(C)C3)s2)CC(C)(C)N1	2	nt
77	CCc1cccc(NC(=O)N2CCC(c3nc4cccnc4n3C)C2)c1 (configuration not stated)	1	0
78	COc1ccc(NS(=O)(=O)c2cccc(N)c2)cc1	7	-4
79	COc1ccc(C2CC(=O)Oc3cc(C)cc(C)c32)cc1 (configuration not stated)	-37	-1
80	CCC(=O)Nc1c(-c2ccc(Cl)cc2)nc2cc(C)ccn12	18	0
81	COc1cc(-c2noc(C)c2C#Cc2ccc(N)cc2)cc(OC)c1OC	13	-4
82	O=C(NCc1ccc(N2CCCC2)nc1)c1ccc(Br)o1	4	0
83	COc1ccccc1CN1CCC(CO)C(NC(=O)c2ccccc2)C1 (configuration not stated)	-2	-2
84	Clc1ccc(-c2csc(Nc3ncccn3)n2)cc1	-1	2
85	CC(Oc1ccccc1)C(=O)Nc1ccc(O)cc1C(=O)O (configuration not stated)	0	-3
86	O=C1CCC(=O)N1c1ccc(S(=O)(=O)N2CCCCC2)cc1	2	-39
87	Cc1cc(C)cc(-n2nc3c(c2NC(=O)COc2ccc(Cl)cc2)CSC3)c1	-3	2
88	CCn1c(CCNC(=O)c2ccc(OC)cc2)nc2c(C)cccc2c1=O	27	-3
89	Cc1ccc(C2CCCN2C(=O)c2nn(C)cc2Cl)cc1 (configuration not stated)	0	6
90	COc1ccc(/C=c2\sc3nc4cc(C)c(C)cc4n3c2=O)cc1	-1	-4
91	O=C(Oc1ccc([N+](=O)[O-])cc1)O[C@H]1CC[C@@]23CCCN2C(=O)CCC[C@H]3[C@H]1Cc1ccccc1	-2	-6
92	CC(C)c1nccn1CC1CCN(C(=O)c2cc(-c3ccccc3)nn2C)CC1	-9	-1
93	COc1ccc(/C=C2\NC(=O)N(Cc3ccc(Br)cc3)C2=O)cc1[N+](=O)[O-]	8	-8
94	CCOc1ccc(CN2C(=O)c3ccccc3C2C(=O)NC2CCC(C)CC2)cc1OC (configuration not stated)	4	1
95	Cc1cc(Cl)cc(Br)c1OCC(O)CN1CCN(c2ccc(C(F)(F)F)cn2)CC1 (configuration not stated)	nt	-2
96	Cc1cc(C(=O)NCC2CCCO2)ccc1[N+](=O)[O-] (configuration not stated)	5	-4
97	COc1ccccc1N(CC(=O)N1CCN(c2ccccc2)CC1)S(C)(=O)=O	8	3
98	O=C(Nc1ccc(-c2cn3ccccc3n2)cc1)c1ccc2c(c1)OCO2	4	2
99	CCCCCOc1ccc(/C=C/C(=O)NCCc2nc3ccccc3[nH]2)cc1OC	33	4
100	CC(=O)c1ccn(S(=O)(=O)c2ccc(Cl)cc2)c1	nt	-5
101	CCCNc1cc(-n2nc(C)cc2C)ncn1	-1	-3
102	Cc1ccc(OCC(O)CN2C(=O)NC(C)(C)C2=O)cc1 (configuration not stated)	-1	2
103	O=C(NCc1ccccc1Cl)C1CCN(c2cn[nH]c(=O)c2)CC1	7	-4
104	CCc1cccc(CC)c1NC(=O)c1cc2ccccc2o1	-5	2
105	CCN(CCNC(=O)c1c[nH]n2c(=O)c(Cc3ccccc3F)c(C)nc12)c1ccccc1	79*	-23
106	Cc1cc(C)c(S(=O)(=O)N2CCc3ccccc32)cc1[N+](=O)[O-]	8	-7
107	O=C1CCCc2sc([N+](=O)[O-])cc21	3	-1
108	CC(=NCc1ccccc1)c1c(O)[nH]c(=O)[nH]c1=O	-6	0
109	CC1CCCN(c2nc(=O)n(CC(=O)Nc3ccc(F)cc3)c3ccccc23)C1 (configuration not stated)	7	-3
110	CN(C)c1ccc(-c2noc(C3CCCC3)n2)cc1	11	-5
111	CC(C)C(=O)NCc1csc(C2CCCN(C(=O)c3cccc(Cl)c3)C2)n1 (configuration not stated)	12	-3
112	COc1ccc(-c2csc(-c3cccnc3)n2)cc1F	22&3	-4&2
113	COc1cc2c(cc1OC)CN(C(=O)C(Cl)(Cl)Cl)CC2	-3	-14
114	COc1ccc(-c2nnc(N3CCC(C(=O)NCc4ccc(C)c(C)c4)CC3)o2)cc1	-3	-1
115	O=C(Nc1nc2c(s1)COc1ccccc1-2)C1COc2ccccc2O1 (configuration not stated)	8	2
116	CN(Cc1ccco1)C(=O)CN1C(=O)/C(=C/c2ccc(C(F)(F)F)cc2)Sc2ccccc21	15	2
117	O=C(Nc1ccc(Cl)cc1)c1cccs1	nt	-6
118	O=C1S/C(=C\c2ccc(F)cc2)C(=O)N1Cc1ccc(F)cc1	-1	-4
119	O=C(Nc1ccc(Cl)cc1)Nc1ccccc1Oc1ccccc1	nt	0
120	CC(=O)NCc1nnnn1-c1ccccc1	-2	0

Compounds from the list above that contain a cyano group:
no.	Molecule	mHTT CaM bind	Pf apPOL inh
43	N#CC1=C(N)SC(N)=C(C#N)C1c1ccccc1Cl	2	-3
45	N#Cc1c(-c2ccccc2)cc(-c2cccs2)nc1SCC(=O)O	9	0
74	N#Cc1ccccc1NC(=O)c1ccc([N+](=O)[O-])cc1	4	3

More results follow.
no.	Molecule	mHTT CaM bind	Pf apPOL inh
121	CCCCOc1ccc(C(=O)NN)cc1	-4	-6
122	N#CC1=C(N)Oc2n[nH]c(-c3ccc4c(c3)OCO4)c2C1c1ccc(F)cc1 (configuration not stated)	16	-4
123	CC(C)Sc1nnc2c3cc(Br)ccc3n(C)c2n1	-7	-4
124	COc1cccc(N2CC(NC(=O)C34CC5CC(CC(C5)C3)C4)CC2=O)c1 (configuration not stated)	-1	-5
125	COc1cc(OC)cc(N2C=C(C#N)S(=O)(=O)c3ccc(Cl)cc32)c1	-9	0
126	COc1cc2c(cc1OC)C(C)N(CCC(=O)O)CC2 (configuration not stated)	-2	-4
